CHO parental Ca: signal in parental CHO cells, OX1R antagonist counter-screen. parental CHO-K1, ATP-induced calcium, Fluo-8 fluorescence. inhibition, % at 5.6 µM. actives 0.63% (n = 330,000);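 active means inhibition above that plate's mean sample inhibition plus 3 SD, cut at about 26% in these data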;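 further: 0% = ATP-challenged DMSO wells and 100% = DMSO wells without ATP; some compounds past the cut are filed as inactive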
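Material – parental CHO cells · Reagent – ATP stimulus · Compound – single nominal dose of 5.6 µM per compound · Detection – Fluo-8 fluorescence · Read-out basis – percent inhibition of calcium signal · Controls – ATP-challenged DMSO wells low, unchallenged DMSO wells high · Repeats – no replicates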
CHO-K1 Ca ag: M1 agonist counterscreen hit in parental CHO-K1 cells | Fluo-8 calcium fluorescence; scaled to maximal ATP response, vehicle zero | activation, % at 3 µM | actives 0.48% (n = 360,000) | AID 602248; in the data active means activation above about 15%;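 further: untransfected CHO-K1 host cells lacking M1 receptor as counterscreen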
CHRM1 agonist: agonists of human M1 muscarinic receptor | CHO-K1 hM1, Fluo-8 calcium fluorescence, agonist mode; 0% DMSO, 100% acetylcholine EC100 | activation, % at 3 µM | actives 0.33% (n = 360,000) | AID 588814;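 active means activation above the run's mean compound activation plus 3 SD, cut at about 16% in these data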;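 further: peak over basal fluorescence ratio within a 140 s kinetic read after compound addition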
Target sequence (P11229 whole entry, looked up): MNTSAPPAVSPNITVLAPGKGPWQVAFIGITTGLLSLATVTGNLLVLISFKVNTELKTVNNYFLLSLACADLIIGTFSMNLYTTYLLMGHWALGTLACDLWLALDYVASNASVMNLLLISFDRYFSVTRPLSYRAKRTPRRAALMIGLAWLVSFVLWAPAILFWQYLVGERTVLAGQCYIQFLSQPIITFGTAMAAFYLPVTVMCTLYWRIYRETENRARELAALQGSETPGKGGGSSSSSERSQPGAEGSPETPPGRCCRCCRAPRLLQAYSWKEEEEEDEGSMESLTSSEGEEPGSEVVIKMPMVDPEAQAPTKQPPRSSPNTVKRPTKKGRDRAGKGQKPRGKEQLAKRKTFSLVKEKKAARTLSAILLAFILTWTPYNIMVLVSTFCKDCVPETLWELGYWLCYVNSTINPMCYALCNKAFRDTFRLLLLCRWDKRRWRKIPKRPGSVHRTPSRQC
M4 antag: antagonists of human muscarinic M4 receptor (CHRM4); P08173; CHO-hM4 cells, ACh EC80, Fluo-8 calcium fluorescence; inhibition, % at 3 µM; actives 0.73% (n = 360,000); AID 624125;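 active means inhibition above its plate's cutoff, the mean inhibition of sample wells plus 3 SD, cut at about 27% in these data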;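 further: 0% = acetylcholine EC80 with DMSO and 100% = DMSO without agonist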
Target sequence (P08173 whole entry, looked up): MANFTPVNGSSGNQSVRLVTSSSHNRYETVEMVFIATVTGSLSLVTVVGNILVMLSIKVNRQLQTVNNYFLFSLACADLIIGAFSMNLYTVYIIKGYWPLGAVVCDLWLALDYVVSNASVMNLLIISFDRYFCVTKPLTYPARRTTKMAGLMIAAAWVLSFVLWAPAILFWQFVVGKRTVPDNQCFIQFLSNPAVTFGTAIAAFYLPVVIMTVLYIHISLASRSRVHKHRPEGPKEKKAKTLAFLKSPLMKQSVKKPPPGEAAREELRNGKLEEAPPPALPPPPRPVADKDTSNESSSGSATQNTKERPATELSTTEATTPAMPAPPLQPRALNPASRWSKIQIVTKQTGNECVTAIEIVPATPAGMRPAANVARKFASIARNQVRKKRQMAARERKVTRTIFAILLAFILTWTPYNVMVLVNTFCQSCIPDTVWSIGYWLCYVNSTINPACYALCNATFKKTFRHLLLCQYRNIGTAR
M1 PAM: human CHRM1 positive allosteric modulation; actives 0.088% (n = 360,000); activation, % at 3 µM; P11229; CHO-K1 hM1, Fluo-8 calcium fluorescence, ACh EC20; 0% = ACh EC20, 100% = maximal ACh; in the data active means activation above about 19%, passing the limit was not always enough
CHRM1 antagonist: human CHRM1 antagonism | CHO-K1 hM1, Fluo-8 calcium fluorescence, ACh EC80 antagonist | AID 588852 | inhibition, % at 3 µM | actives 1.3% (n = 360,000);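 active means percent inhibition above its own plate's cutoff, namely the mean of that plate's compound wells plus 3 SD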;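 further: peak over basal fluorescence ratio during 140 s after agonist addition; 0% = ACh EC80 plus DMSO and 100% = DMSO alone without agonist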
CHO-K1 Ca antag: counter-screen for M1 antagonists: effect in parental CHO-K1 cells; ATP-induced calcium, Fluo-8 fluorescence; inhibition, % at 3 µM; actives 0.6% (n = 360,000);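 active means inhibition above a per-plate cutoff, the plate's mean sample inhibition plus 3 SD, cut at about 24% in these data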;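 further: 0% = DMSO plus EC80 ATP and 100% = DMSO alone without ATP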
OXTR potentiator: potentiators of human oxytocin receptor. P30559. CHO-OTR cells, Fluo-8 calcium fluorescence, potentiator mode; 0% = oxytocin EC15, 100% = EC100. activation, % at 3 µM. actives 0.061% (n = 320,000). AID 2445;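 active means activation above that plate's cutoff, the mean activation of tested compounds plus 3 SD, cut at about 6.6% in these data, passing the limit was not always enough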;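 further: 100% uses oxytocin at 75 nM as the full agonist control; some results filed as inactive read as strong as hits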
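Replication – single well per compound, singlicate · Assay system – CHO cell line stably expressing human OTR · Timing – 6 min pre-incubation, 100 s read · Measure – normalized max/min fluorescence ratio, % activation · Doses – 3.0 µM, one dose · Detection – Fluo-8 calcium dye fluorescence · Probe or stimulus – oxytocin near EC15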
CHRM4 agonist: CHRM4 agonism in calcium assay | CHO-K1 hM4/Gqi5, Fluo-8 calcium fluorescence; vehicle 0%, full acetylcholine response 100% | AID 624127 | actives 0.14% (n = 360,000) | activation, % at 3 µM;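 active means activation above the run mean over all test wells plus 3 SD, cut at about 32% in these data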;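 further: peak over basal fluorescence ratio per well then scaled between controls; 0% = DMSO wells and 100% = acetylcholine at EC100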
The depositor's hits bear a star; x = no result given.

SMILES	CHO parental Ca	CHO-K1 Ca ag	CHRM1 agonist	M4 antag	M1 PAM	CHRM1 antagonist	CHO-K1 Ca antag	OXTR potentiator	CHRM4 agonist
COc1ccc(NC(=O)COc2coc(CN3CCCc4ccccc43)cc2=O)cc1	-16	-0.7	5	-6	19	-10	9	0	0
CCOCc1c(C(=O)Nc2cc(OCC)c(N3CCOCC3)cc2OCC)oc2ccccc12	-13	1.2	-8	-3	13	1	-13	-11	2
O=C(C1=NOC2(C1)C(=O)Nc1ccccc12)N1CCCCC1 (stereo not given)	x	4.8	x	-3	x	x	-7	x	3
CCS(=O)(=O)N1CCCC(C(=O)c2ccc(OC)cc2C)C1 (stereo not given)	-6	0.5	-8	-8	-4	2	-10	1	3
C[C@@H]1C(=O)O[C@@H]2[C@H](O)C34[C@H]5C[C@@H](C(C)(C)C)C36[C@H](OC(=O)[C@@H]6O)OC4(C(=O)O5)[C@@]12O (stereo not given in full)	1	0.9	-3	1	9	-4	-11	-11	2
CCCCN1CNC(=S)N(CCc2ccccc2)C1	-7	-0.2	-3	0	5	-4	-8	9	0
CCCCN1CC[C@H]2C=CC[C@@H](C(=O)Nc3ccc(OC)cc3)[C@H]2C1=O	-18	0.1	-2	4	7	-8	4	3	1
CN1CCN(C(=O)CNc2ccc(C(F)(F)F)cc2[N+](=O)[O-])CC1	11	3.0	-5	1	11	-5	-11	-7	3
COc1ccccc1OCCC(=O)OCC(=O)Nc1ccc2c(c1)OCO2	-6	1.3	5	11	5	7	-3	-6	8
Cc1ccccc1NC1=C(Cl)C(=O)OC1NC(=O)c1ccccc1 (stereo not given)	-3	0.0	-5	6	4	-25	-15	2	1
COC(=O)Nc1nnc(-c2ccco2)s1	-23	0.2	-1	-1	3	-13	-21	-5	0
CN(CC(=O)Nc1c(Cl)cccc1Cl)C(=O)CCC(=O)c1ccccc1	x	1.1	-2	-9	5	-6	-5	x	1
Cc1cc(OCc2cc(C(=O)N(C)C3CCOC3)no2)cc(C)c1Cl (stereo not given)	11	11	-3	-24	-3	-10	1	-14	14
CC(C)OC(=O)NCCOC(=O)Nc1ccc(Cl)cc1	6	6.4	-1	2	-5	12	13	-18	9
N#Cc1c(-c2ccccc2)cc2nc3ccccc3n2c1N	-21	1.7	-6	-6	4	-7	12	-12	2
COc1cc(CN2CCCC(CO)(Cc3cccc(Cl)c3)C2)cc2c1OCO2 (stereo not given)	-15	3.1	-5	6	-6	8	-1	-1	4
Cc1cccc(NC(=O)COc2cccc3c2CCNC3=O)c1	x	1.6	1	-2	11	-8	-11	x	5
NNC(=O)CCn1nnc2ccccc21	-5	0.5	1	-4	-1	-3	-6	-6	1
CCOC(=O)c1ccc(NC(=S)NC(=O)C2CCCC2)cc1	-1	3.2	-4	-6	-12	11	-7	-13	5
CCCC(=O)N(CCN1CCOCC1)c1nc2cc(C)c(C)cc2s1	-22	1.4	-3	-6	11	-14	-18	-7	3
CC(=O)Nc1ccccc1NC(=O)c1cc(C)ccc1C	-3	0.5	-6	-9	7	-8	-13	-13	1
CCCCOc1ccc(C2=NNC(=O)CC2)cc1	-8	-0.4	1	-4	5	6	13	-7	0
O=C(OCc1c(F)cccc1Cl)c1cc([N+](=O)[O-])ccc1N1CCOCC1	-27	0.2	-3	-16	3	-1	-24	-2	2
C[C@@H]1CN([C@H](C)CO)C(=O)CCCn2nncc2CO[C@H]1CN(C)S(=O)(=O)c1ccc2c(c1)OCCCO2	x	0.6	-7	-13	6	-4	-11	x	0
Cc1ccc(NC(=O)c2nc[nH]c2C(=O)N2CCc3ccccc3C2)cc1	-13	1.2	0	1	10	-6	-12	4	0
NCCOc1ccccc1-c1ccccc1	-2	0.8	-5	-11	6	-28	-6	-9	4
C=CCN(CC=C)C(=O)COC(=O)c1n[nH]c2ccccc12	-16	0.1	-3	6	9	-9	-11	2	1
Cc1ccc2c(c1)nc1c3ccccc3nc(-c3ccccc3N)n21	x	-0.2	-3	19	-13	17	8	x	2
CC(C)CNc1nc(N)c([N+](=O)[O-])c(N2CCCCCC2)n1	-11	5.7	-2	-24	5	-3	-4	-4	6
Cc1cc(C)c(CN2CCN(C(=O)Cn3cnc(C(=O)Nc4ccc(C)c(C)c4)n3)CC2)c(C)c1	55*	-0.4	0	-5	4	1	13	x	3
CCC1CCCCN1C(=O)CCn1ccnc1 (stereo not given)	-6	1.4	-5	-2	5	-1	-8	-4	0
CCCC1CC(c2csc(N)n2)CCO1 (stereo not given)	-13	-0.1	-4	3	14	-14	-11	-10	1
COc1cccc(C2C3=C(CC(C)(C)CC3=O)Nc3cc(OC)c(OC)cc32)c1 (stereo not given)	-27	1.5	-7	1	-4	-4	-10	-5	5
O=C(Nc1ccccc1)c1cc(C2CCCN(C(=O)OCc3ccccc3)C2)on1 (stereo not given)	x	2.9	-5	-24	0	-6	-11	x	7
COc1cccc(Cl)c1NC(=O)N1CCN(c2cc(C)nc3ccccc23)CC1	-20	-0.4	-9	-13	0	-8	-27	-10	1
CCCN(CC(=O)Nc1ccccc1OC)C(=O)c1ccc2[nH]c3c(c2c1)CC(C)CC3 (stereo not given)	-5	1.8	7	-1	13	7	-11	-6	15
CN(CCOc1ccc(-c2ccn(S(=O)(=O)c3ccc(Cl)cc3)n2)cc1)c1ccccn1	-7	1.7	-3	6	3	-1	-11	-21	1
Cc1cc(Cl)cc2sc(NC(=O)C3CC3)nc12	3	-0.4	-6	-4	-3	4	-4	0	0
C=CCNC(=O)Nc1ccc(F)cc1F	-6	0.9	-3	-11	1	1	4	4	1
CCCC1=NN(C(=O)C(=O)Nc2ccc(Br)cc2)C(O)(C(F)(F)F)C1 (stereo not given)	-3	7.7	0	-2	-1	2	-16	-10	6
COc1ccc(NC(=O)CSc2nnnn2-c2ccccc2OC)c(OC)c1	-16	1.4	4	1	16	-28	-9	-10	2
O=C(CCC(=O)c1cccs1)NNC(=O)c1cccc(Cl)c1	-3	0.7	0	5	12	-9	5	0	1
CC(C)Nc1nnc(Sc2ccc(Cl)cc2[N+](=O)[O-])s1	-16	1.4	-6	-14	7	-14	-15	-4	2
COc1ccc(CC(=O)NCCc2ccc(Cl)cc2Cl)cc1	-8	0.3	1	0	9	9	10	-1	1
COc1cccc(C(=O)N/N=c2/oc3ccccc3cc2C(N)=O)c1	-6	2.4	-7	-8	-2	6	-11	2	7
Cc1nc2ccccn2c1C(=O)CSc1ccccc1	-10	9.2	0	-11	6	-7	-20	-22	9
CCCCNC(=S)NNC(=O)c1nn(C)c(C)c1Cl	-7	0.5	-1	6	2	1	-2	-13	0
CCOC(=O)Cc1csc(NC(=O)c2ccc(C)o2)n1	-7	-0.2	-1	3	6	-7	1	-3	1
O=C(COC(=O)c1ccc2c(c1)S(=O)(=O)N=C1CCCCCN12)NCCc1ccc(F)cc1	-11	0.2	-5	0	3	-3	-10	-4	0
Oc1[nH]c2ccccc2c1N=NC(=S)N1CCOCC1	9	0.5	-5	4	-9	13	8	-4	0
Cn1c(SCC(=O)NCc2ccco2)nnc1C1CCCC1	-13	1.3	-3	2	5	-9	-11	-8	0
CCC/C(=N/NC(=O)c1ccc2c(c1)OCO2)c1cccs1	-8	0.4	-4	6	5	-13	0	-3	1
O=C(NC12CC3CC(CC(C3)C1)C2)C1CCCN1C(=O)Nc1ccccc1 (stereo not given)	-1	2.3	-1	-13	9	-6	-22	-3	2
CCN1CCN(C(=O)c2sc3ncnc(N4CCc5ccccc5C4)c3c2C)CC1	-14	3.0	-9	1	4	0	-8	-6	8
Cc1ccc(NC(=O)NC(=O)N(C2CCCCC2)S(=O)(=O)c2ccccc2)cc1	-9	1.1	-10	0	1	-5	-1	0	3
COCCn1cnc2c1c(=O)n(CC(=O)NC1CCCCC1)c(=O)n2Cc1ccccc1	x	0.7	-3	-10	1	-6	-3	x	0
NNC(=O)CCc1nc2ccc(O)cc2[nH]1	6	-0.6	-6	3	-1	0	0	-11	0
O=C(NCCc1ccc2c(c1)OCCO2)c1cccc(S(=O)(=O)N2CCCC2)c1	-15	2.3	-5	-4	0	-2	-4	-5	10
Cc1ccc(NS(=O)(=O)c2ccc(Cl)c(C(=O)Nc3ccccc3-c3nc4ccccc4[nH]3)c2)cc1C	-3	1.1	-1	-1	-10	11	2	-11	1
COc1ccc(NC(=O)CSc2nc(C3CC3)nc3ccccc23)cc1	-11	1.2	-3	9	6	-4	-11	-2	1
Cc1ccc2nc3c(cc2c1)c(NS(=O)(=O)c1ccccc1)nn3CC(C)C	-12	-0.2	-2	-12	5	-5	-5	1	0

Another view of part of the listing above.
Every second line gives: CHO parental Ca, CHO-K1 Ca ag, CHRM1 agonist, M4 antag, M1 PAM, CHRM1 antagonist, CHO-K1 Ca antag, OXTR potentiator, CHRM4 agonist
COc1ccc(NC(=O)COc2coc(CN3CCCc4ccccc43)cc2=O)cc1
→ -16, -0.7, 5, -6, 19, -10, 9, 0, 0
CCOCc1c(C(=O)Nc2cc(OCC)c(N3CCOCC3)cc2OCC)oc2ccccc12
→ -13, 1.2, -8, -3, 13, 1, -13, -11, 2
O=C(C1=NOC2(C1)C(=O)Nc1ccccc12)N1CCCCC1 (stereo not given)
→ x, 4.8, x, -3, x, x, -7, x, 3
CCS(=O)(=O)N1CCCC(C(=O)c2ccc(OC)cc2C)C1 (stereo not given)
→ -6, 0.5, -8, -8, -4, 2, -10, 1, 3
C[C@@H]1C(=O)O[C@@H]2[C@H](O)C34[C@H]5C[C@@H](C(C)(C)C)C36[C@H](OC(=O)[C@@H]6O)OC4(C(=O)O5)[C@@]12O (stereo not given in full)
→ 1, 0.9, -3, 1, 9, -4, -11, -11, 2
CCCCN1CNC(=S)N(CCc2ccccc2)C1
→ -7, -0.2, -3, 0, 5, -4, -8, 9, 0
CCCCN1CC[C@H]2C=CC[C@@H](C(=O)Nc3ccc(OC)cc3)[C@H]2C1=O
→ -18, 0.1, -2, 4, 7, -8, 4, 3, 1
CN1CCN(C(=O)CNc2ccc(C(F)(F)F)cc2[N+](=O)[O-])CC1
→ 11, 3.0, -5, 1, 11, -5, -11, -7, 3
COc1ccccc1OCCC(=O)OCC(=O)Nc1ccc2c(c1)OCO2
→ -6, 1.3, 5, 11, 5, 7, -3, -6, 8
Cc1ccccc1NC1=C(Cl)C(=O)OC1NC(=O)c1ccccc1 (stereo not given)
→ -3, 0.0, -5, 6, 4, -25, -15, 2, 1

Source: PubChem (The Scripps Research Institute Molecular Screening Center)

Compounds were not picked by outcome; about 2.9% have a hit in one of these screens.
